MBNL1 CUG block: inhibitors of human MBNL1 binding to CUG repeat RNA | Q9NR56 | TR-FRET MBNL1-His/biotin-(CUG)12 binding, 665/545 ratio | Potency, µM (series often up to 57.5 µM), for inactives: top-dose activity change, negative = inhibition, hits mostly inhibitors | 280,000 tested, 0.036% active | AID 2675; active = well fitted inhibition curve with a large enough effect in the signal ratio, with a control signal flat, not every such curve was filed as active; inconclusive = small, poorly fitted or top-dose-only effect, or effect the other way, or a change in a side signal; inactive = no such curve, though single readings can be large or run the other way; the % refers to the signal ratio; also: % is scaled to controls: 0 for no effect and ±100 for the full control effect
Target sequence (Q9NR56 whole entry, looked up): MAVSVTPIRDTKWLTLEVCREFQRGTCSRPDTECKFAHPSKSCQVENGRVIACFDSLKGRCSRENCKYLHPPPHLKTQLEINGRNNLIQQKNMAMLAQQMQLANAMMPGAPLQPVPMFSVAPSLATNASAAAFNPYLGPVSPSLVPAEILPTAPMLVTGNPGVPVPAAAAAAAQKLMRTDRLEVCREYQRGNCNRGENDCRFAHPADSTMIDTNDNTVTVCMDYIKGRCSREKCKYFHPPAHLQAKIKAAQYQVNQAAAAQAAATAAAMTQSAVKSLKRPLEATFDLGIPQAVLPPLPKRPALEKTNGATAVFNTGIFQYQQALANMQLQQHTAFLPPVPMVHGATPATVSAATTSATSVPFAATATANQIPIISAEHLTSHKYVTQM
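His-tagged MBNL1 binding to biotinylated (CUG)12 RNA was measured by TR-FRET using terbium anti-His antibody (0.055 ng/ul final) and streptavidin-XL665 (5 nM final). Compounds were titrated 92 nM to 58 uM; 60 min at room temperature.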
ELG1 genotox: induces genotoxicity in HEK293T cells with luciferase-tagged ELG1. Potency, µM (titrated, usually from 46 µM), for the others: at the highest dose activity change, positive = activation, hits mostly activators. HEK293T ELG1-luciferase reporter, luminescence, 16 h. AID 504466. 330,000 tested, 1.3% active; also: % of control where 0% means no effect; nearly all actives have a fitted effect of over 60% in size
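Cells (2,000/well) expressing the ELG1-luciferase fusion are dosed by pin tool and kept 16 hr at 37 °C, 5% CO2. Signal comes from ONE-Glo luciferase reagent after 30 min at room temperature.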
NPC1 promoter act: activators of NPC1 promoter | Potency, µM (highest dose often 9.22 µM), for inactives: at the highest dose activation, actives largely listed as activators | 320,000 tested, 2.4% active | Huh7 NPC1 promoter luciferase reporter, 24 h;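 also: % of control where 0% means no effect; nearly all actives have a fitted effect of over 60% in size; reporter is driven by a mutant NPC1 promoter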
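Compounds in DMSO were transferred onto Huh7 NPC1-luciferase reporter cells pre-incubated 2 h; after 24 h at 37 °C, Amplite reagent was dispensed and luminescence recorded 10 min later.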
Rab9 prom act: activates the Rab9 promoter. Huh7 Rab9 promoter-luciferase reporter, luminescence, 24 h. Potency, µM (highest dose often 9.22 µM), for the others: top-dose activation, negative = inhibition, hits mostly activators. 320,000 tested, 2.8% active; also: % of control where 0% means no effect; nearly all actives have a fitted effect of over 60% in size
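Luciferase signal after 10 min detection reagent at ambient indicates Rab9 promoter upregulation; stably transfected Huh7 cells were treated 24 h with compound in DMSO at 37 °C, 5% CO2.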
Gal4-VP16 FLuc: Gal4-VP16 reporter inhibition counter-screen. Drosophila S2 Gal4-VP16 UAS-luciferase, luminescence, 20 h. Potency, µM (titrated, usually from 53.6 µM), inactives show at the top dose activity, negative = inhibition, most hits filed as inhibitors. 310,000 tested, 3.5% active. AID 2546;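 also: Gal4-VP16 expression switched on by copper sulfate through the metallothionein promoter; % is scaled to controls: 0 for no effect and ±100 for the full control effect; nearly all actives have a fitted effect of over 50% in size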
FLuc modulator: firefly luciferase modulation, counter-screen for miR-21 project; AID 588342; Potency, µM (top dose mostly 57.5 µM), for inactives: at the top dose activity change, negative = inhibition, usual class: inhibitors; 360,000 tested, 6.9% active; purified FLuc, Km substrates, luminescence inhibition;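 also: plate controls were vehicle for no effect and reference inhibitor for full effect; nearly all actives have a fitted effect of over 55% in size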
Target sequence (P08659 whole entry, looked up): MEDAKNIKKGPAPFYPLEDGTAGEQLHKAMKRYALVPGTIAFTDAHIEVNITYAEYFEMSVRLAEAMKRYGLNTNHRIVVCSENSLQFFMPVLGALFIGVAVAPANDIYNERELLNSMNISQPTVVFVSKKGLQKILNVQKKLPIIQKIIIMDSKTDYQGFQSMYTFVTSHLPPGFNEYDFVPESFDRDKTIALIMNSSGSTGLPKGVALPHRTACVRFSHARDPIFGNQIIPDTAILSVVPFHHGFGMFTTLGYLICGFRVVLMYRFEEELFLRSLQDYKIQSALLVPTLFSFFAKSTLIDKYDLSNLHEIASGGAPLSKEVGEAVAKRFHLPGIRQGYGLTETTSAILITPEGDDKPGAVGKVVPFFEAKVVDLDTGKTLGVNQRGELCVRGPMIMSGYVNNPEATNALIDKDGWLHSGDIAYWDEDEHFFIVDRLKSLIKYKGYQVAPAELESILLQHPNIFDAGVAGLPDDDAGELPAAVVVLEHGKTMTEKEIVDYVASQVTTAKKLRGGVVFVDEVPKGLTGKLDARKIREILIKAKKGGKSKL
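Biochemical qHTS of compounds, final roughly 60 µM downward over six points, against 10 nM purified firefly luciferase using Km concentrations of substrates (10 uM D-luciferin, 10 uM ATP) in Tris acetate pH 7.5 buffer; luminescence output.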
RORg inh: blocks mouse ROR gamma transcriptional activity | Drosophila S2 Gal4-RORgamma UAS-luciferase reporter, 20 h | Potency, µM (top dose mostly 53.6 µM), for the others: at the highest dose activity change, negative = inhibition, actives largely listed as inhibitors | 310,000 tested, 5.4% active; also: % is scaled to controls: 0 for no effect and ±100 for the full control effect; nearly all actives have a fitted effect of over 60% in size
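Read-out: Photinus luciferase luminescence; inhibitors lower reporter signal. Insect Schneider cells with Gal4-ROR gamma fusion under metallothionein promoter, UAS reporter; 700 uM final copper sulfate induction, 20 hr, ambient temperature.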
p53 reactivation: re-activators of mutant p53; H1299 p53-A138V BP100-luciferase reporter, luminescence, 24 h; Potency, µM (highest dose often 92.2 µM), for the others: at the top dose activity change, positive = activation, most hits filed as activators; 320,000 tested, 0.063% active; AID 504706; also: % of control where 0% means no effect; nearly all actives have a fitted effect of over 45% in size
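p53-null H1299 cells stably carrying temperature-sensitive p53-A138V and a BP100-luciferase reporter were pinned with compounds (4-point, 1:5 series) and held 24 hrs at 37 deg C. Luminescence was read 10 min after detection reagent.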
BRCA1 expr act: BRCA1 expression activation; Potency, µM (titrated, usually from 46.1 µM), without a hit: at the highest dose activation, hits mostly activators; 380,000 tested, 1.1% active; MCF7-BRCA1-FFLuc reporter, luminescence, 48 h; response scale: scaled: vehicle 0%, 10 µM genistein 100%; also: nearly all actives have a fitted effect of over 80% in size; some results filed as inactive show a strong effect at the top dose
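Cells: MCF7-BRCA1-FFLuc, 2000/well. Exposure: 48 h, 37 °C, 5% CO2. Read: luminescence, 15 min post-substrate. Controls: genistein 10 microM (maximal activation), DMSO (neutral).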
uPA generation: inhibitors of cell surface uPA generation; cell surface uPA generation assay, qHTS; 330,000 tested, 0.31% active; Potency, µM (highest dose often 38.3 µM), for the others: at the top dose activity change, negative = inhibition, actives largely listed as inhibitors; active = well fitted inhibition curve with a large enough effect; inconclusive = small, poorly fitted or top-dose-only effect; inactive = no such curve, though single readings can be large or run the other way; tested in mouse RAW 264.7 cells; also: % is scaled to controls: 0 for no effect and ±100 for the full control effect; nearly all actives have a fitted effect of over 55% in size
* hit, by the source's call; ? = inconclusive; · = no result given; [ ] = another dose, or the depositor's remark. Unless noted, calls follow the shape of the dose curve; as a rule, active = well fitted curve in the direction sought with a large enough effect; inconclusive = small, poorly fitted or top-dose-only effect, or another doubt; inactive = no such curve, though single readings can be large; an effect the other way counts as inactive or inconclusive. Potency is read from the fitted curve at half-maximal effect. Compounds as they come. Share with any hit: about 13%.

| smiles | p53 reactivation | MBNL1 CUG block | uPA generation | BRCA1 expr act | ELG1 genotox | NPC1 promoter act | Gal4-VP16 FLuc | FLuc modulator | Rab9 prom act | RORg inh |
| --- | --- | --- | --- | --- | --- | --- | --- | --- | --- | --- |
| CCn1c(SCC(=O)N/N=C/c2cc(OC)c(O)c(OC)c2)nc2ccccc21 | -18% | 26% | -1% | -23% | -2% | 4% | -9% | -15% | -1% | 10% |
| CCCNc1c(NS(=O)(=O)c2ccc(Br)cc2)c(=O)oc2ccccc12 | -8% | -18% | -2% | -13% | -3%[9.26 µM] | 2% | 1% | -1% | -1% | -3% |
| COCC(=O)NC1CCN(C(=O)Nc2ccc(Br)cc2)CC1 | -9% | -7% | 3% | 1% | -2% | 3% | 4% | 1% | 0% | 9% |
| CCOC(=O)c1cc(C)n(-c2ccccc2)c1C | 7% | -4% | 2% | 24% | ? | 0% | -6% | 15µM* | 25% | 31% |
| CCCNC(=O)COC(=O)c1cccnc1Nc1ccccc1F | 3% | 5% | -2% | 27% | 1% | 6% | ? | -5% | 0% | 21% |
| CCN(Cc1ccccc1)C(=O)c1ccc(Cl)cc1[N+](=O)[O-] | 2% | · | -10% | 0% | -6% | -3% | -3% | -5% | -3% | 9% |
| O=C(NCc1ccco1)c1nn2c(C(F)(F)F)cc(-c3cccs3)nc2c1Br | 7% | 23% | -5% | -28% | 4% | 2% | -4% | 4% | -16% | -37% |
| CCCCCCC(=O)Oc1cccc(N2C(=O)C3CCCCC3C2=O)c1 (stereo not given) | 6% | -7% | 11% | -2% | -13% | -2% | -3% | -18% | -6% | ? |

4 entries from above, as labelled records:
> CCOC(=O)c1cc(C)n(-c2ccccc2)c1C
  p53 reactivation = 7%; MBNL1 CUG block = -4%; uPA generation = 2%; BRCA1 expr act = 24%; ELG1 genotox = ?; NPC1 promoter act = 0%; Gal4-VP16 FLuc = -6%; FLuc modulator = 15µM*; Rab9 prom act = 25%; RORg inh = 31%
> CCCNC(=O)COC(=O)c1cccnc1Nc1ccccc1F
  p53 reactivation = 3%; MBNL1 CUG block = 5%; uPA generation = -2%; BRCA1 expr act = 27%; ELG1 genotox = 1%; NPC1 promoter act = 6%; Gal4-VP16 FLuc = ?; FLuc modulator = -5%; Rab9 prom act = 0%; RORg inh = 21%
> CCN(Cc1ccccc1)C(=O)c1ccc(Cl)cc1[N+](=O)[O-]
  p53 reactivation = 2%; MBNL1 CUG block = ·; uPA generation = -10%; BRCA1 expr act = 0%; ELG1 genotox = -6%; NPC1 promoter act = -3%; Gal4-VP16 FLuc = -3%; FLuc modulator = -5%; Rab9 prom act = -3%; RORg inh = 9%
> O=C(NCc1ccco1)c1nn2c(C(F)(F)F)cc(-c3cccs3)nc2c1Br
  p53 reactivation = 7%; MBNL1 CUG block = 23%; uPA generation = -5%; BRCA1 expr act = -28%; ELG1 genotox = 4%; NPC1 promoter act = 2%; Gal4-VP16 FLuc = -4%; FLuc modulator = 4%; Rab9 prom act = -16%; RORg inh = -37%

Following part.
| smiles | p53 reactivation | MBNL1 CUG block | uPA generation | BRCA1 expr act | ELG1 genotox | NPC1 promoter act | Gal4-VP16 FLuc | FLuc modulator | Rab9 prom act | RORg inh |
| --- | --- | --- | --- | --- | --- | --- | --- | --- | --- | --- |
| Cc1cc(C)nc(NC(=O)/C=C/c2ccccc2Cl)c1 | ? | 11% | -2% | 3.2µM* | ? | ? | -9% | 3µM* | ? | ? |
| Cc1cccc(NC(=O)C2C3C=CC(C4CC34)C2C(=O)O)c1 (stereo not given) | 24% | ? | -5% | 4% | 6% | -1% | 5% | 17µM* | 0% | ? |
| N#CCC(=O)N/N=C/c1ccc(Cl)cc1 | 0% | 1% | 1% | 0% | 1% | -2% | -1% | -1% | -5% | -1% |
| Cc1nc(-c2cccnc2)sc1C(=O)Nc1cccc(C(F)(F)F)c1 | -5% | 29% | -4% | -19% | -5% | -2% | -16% | -1% | -7% | ? |
| Cc1ccc(C2C(C#N)=C(N)N(c3cccnc3)C3=C2C(=O)CCC3)c(C)c1 (stereo not given) | 11% | 1% | -4% | 29% | 7% | -5% | -9% | 1% | -3% | -7% |
| Cc1ccc(OCCCCn2c(CO)nc3ccccc32)cc1 | -4% | 4% | 1% | 0% | -3% | -4% | 7%[10 µM] | -9% | -12% | -33% |
| Cc1cccc(C)c1NC(=O)CN(C)C(C)C(=O)NCC(=O)Nc1ccc(F)c(F)c1F (stereo not given) | -5% | · | 0% | 1% | 1% | 1% | · | 6% | -2% | · |
| COC(=O)Cc1c(C)c2ccc(OCc3nn[nH]n3)c(C)c2oc1=O | 4% | 8% | · | -14% | 3% | -4% | 8% | ? | -1% | -10% |
| COCC(C)n1c(C)cc(C(=O)CSc2ccc(NC(C)=O)cc2)c1C (stereo not given) | 13% | 0% | -1% | 31% | 7.9µM* | ? | 17% | -19% | ? | ? |
| CSc1nnc(-c2cc(Br)ccc2N=Cc2c(C)[nH]n(-c3ccccc3)c2=O)c(=O)[nH]1 | 1% | ? | -1% | -15% | -1% | 1% | -14% | -18% | -1% | 19% |
| CC(C)(C)OC(=O)CNC(=O)c1nc[nH]c1C(=O)N1CCN(c2ccccc2)CC1 | · | -4% | -8% | 20% | 0% | 3% | -24% | 0% | 0% | 13µM* |
| S=C(Nc1ccc(Cl)cc1Cl)N1CCN(c2ccccn2)CC1 | -13% | 0% | 13% | -35% | 7% | 1% | -8% | 0% | 0% | -22% |
| COc1ccccc1CCNC(=O)c1nccnc1C(=O)O | 8% | -4% | 3% | -9% | -3% | -1% | 0% | 0% | 9% | -33% |
| COC(=O)c1ccc(Oc2ccc3nnc(C)n3n2)cc1 | 14% | -8% | -3% | -8% | 2% | 3% | -3% | 6% | 5% | -7% |
| CC(=O)OC(C(=O)NC1CCCCC1)c1ccccc1 (stereo not given) | -7% | 6% | 1% | 35% | 0% | 12% | 0% | 3% | 2% | -7%[10 µM] |
| CC1Cc2ccccc2N1Cc1cc(=O)c(OCC(=O)NCCc2ccccc2)co1 (stereo not given) | 0% | · | 16% | -7% | -2% | 1% | · | 1% | -3% | · |
| CCN(CC)C(=O)c1[nH]cnc1C(=O)Nc1cccc(Cl)c1 | -8% | · | -4% | -28% | 3% | 3% | · | 1% | 1% | · |
| CC(=O)N1CCN(S(=O)(=O)c2cccc(C(=O)Nc3ccc(F)c(F)c3)c2)CC1 | -6% | -3% | -6% | -20% | -10% | 3% | -2% | 0% | 1% | ? |
| C/C(=N\NS(C)(=O)=O)c1ccc(C)cc1 | -1% | 1% | 1% | 5% | -2% | 0% | 5% | -2% | -5% | 14% |
| CCC(O)C1CCN(Cc2cn(-c3ccc(OC)cc3)nc2-c2cccc(F)c2)CC1 (stereo not given) | 9% | 2% | 2% | -28% | 7% | 14% | -1% | ? | 1% | -20% |
| O=C(CN1CCCCC1)N1CCN(S(=O)(=O)c2ccccc2)C1 | 6% | 3% | 3% | -7% | 1% | 3% | -5% | -2% | -3% | -2% |
| CC(CNC(=O)Cn1ccc(N)nc1=O)c1ccccc1 (stereo not given) | 7% | · | 0% | 23% | 0% | 0% | · | 4% | -3% | · |
| CC(=O)NC1C(Oc2ccc3c(C)cc(=O)oc3c2)OC(COC(C)=O)C(OC(C)=O)C1OC(C)=O (stereo not given) | -2% | · | 1% | -22% | 3% | -3% | -6% | -4% | 26% | 0% |
| CC(C)(C)NC(=S)N1CCC(C(=O)c2ccc(Cl)cc2)CC1 | · | 1% | 3% | 27% | -1% | 2% | -3% | 0% | 2% | -5%[1.91 µM] |
| Cc1ccc(NC(=O)Nc2cccnc2)cc1 | 1% | -20% | -5% | 13µM* | 29% | ? | -11% | 11µM* | ? | 7% |
| O=C1c2ccccc2C(=O)N1CCCc1c[nH]c2ccc(Cl)cc12 | 6% | 2% | 10% | -22% | -2% | 5% | 3% | 1% | 1% | ? |
| CC(C)C(=O)Nc1nnc(SCC(=O)N2C(C)CCCC2C)s1 (stereo not given) | -8% | -2% | 4% | 2% | 5% | 0% | 0% | 5% | -3% | -4% |
| CCCCNC(=O)Oc1cc(CCl)on1 | -3% | -1% | · | · | 6% | -2% | -4% | 5% | 0% | -13% |
| Cn1cnnc1SCC(=O)Nc1cccc(S(=O)(=O)N2CCOCC2)c1 | 0% | -4% | -1% | -10% | 2% | -2% | -7% | 0% | 0% | 2% |
| O=C(NC(Cc1c[nH]c2ccccc12)C(=O)O)/C(=C/c1ccc(F)cc1)NC(=O)c1ccccc1 (stereo not given) | 2% | 3% | 9% | -7% | -1% | -1% | -10% | 0% | 17% | -2% |
| Nc1nc(NCC2CCCO2)nc(Nc2ccc(Cl)cc2)c1[N+](=O)[O-] (stereo not given) | -1% | 0% | 4% | -24% | 4% | -4% | -5% | -1% | -3% | 13% |
| COc1ccccc1NC(=O)CN1CCCCCC1 | -4% | 1% | 0% | 0% | 0% | 2% | -7% | 1% | -1% | -21% |
| COc1ccc(CCC(=O)OCC(=O)N2CCN(S(=O)(=O)c3ccc(C)cc3C)CC2)cc1 | ? | · | 2% | -1% | 0% | -10% | · | 4% | -3% | · |
| COc1ccc(/C=N/NC(=O)c2cc(-c3cccn3C)n[nH]2)cc1OC | -5% | ? | -3% | -18% | 0% | 0% | 4% | ? | 2% | 19% |

Screening results as filed in PubChem.
